Source: PubChem (National Center for Advancing Translational Sciences (NCATS))
JMJD2A Tudor inh = blocks the human JMJD2A Tudor domain; O75164; AlphaScreen JMJD2A-Tudor / H3K4me3 peptide binding; Potency, µM (series often up to 114 µM), for inactives: top-dose activity change, negative = inhibition, usual class: inhibitors; 390,000 compounds, 4.4% hits; note: % is set by controls: 0 for no effect and ±100 for the full control effect; nearly all actives have a fitted effect of over 50% in size
BAZ2B inh = blocks human BAZ2B. AlphaScreen BAZ2B-H3K14Ac peptide displacement. 360,000 compounds, 4.4% hits. Potency, µM (doses to about 114 µM), for the others: at the top dose activity change, negative = inhibition, usual class: inhibitors; note: % is set by controls: 0 for no effect and ±100 for the full control effect; nearly all actives have a fitted effect of over 60% in size
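Inhibition is scored as reduced AlphaScreen emission. The BAZ2B/b-H3(5-23)K14Ac complex (50 nM each) in PBS pH 7.4, 0.01% Tween-20 meets compound (up to 110 uM) for 30 min at RT before bead addition.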
Pin1 inh = inhibitors of human Pin1; 390,000 compounds, 0.009% hits; AID 504891; Potency, µM (doses to about 115 µM), for the others: at the top dose activity, negative = inhibition, usual class: inhibitors; Pin1 FP peptide displacement, HiFluor488, 10 min; active = well fitted inhibition curve with a large enough effect in the polarisation, with a control signal flat, not every such curve was filed as active; inconclusive = small, poorly fitted or top-dose-only effect, or effect the other way, or a change in a side signal; inactive = no such curve, though single readings can be large or run the other way; the % refers to the polarisation; note: % is set by controls: 0 for no effect and ±100 for the full control effect
Target sequence (Q13526 whole entry, looked up): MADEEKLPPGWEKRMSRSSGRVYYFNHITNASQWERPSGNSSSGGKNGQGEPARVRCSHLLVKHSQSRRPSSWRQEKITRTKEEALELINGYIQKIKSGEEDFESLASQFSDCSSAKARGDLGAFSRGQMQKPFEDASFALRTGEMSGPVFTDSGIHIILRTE
HP1b binding inh = blocks HP1-beta chromodomain binding to methylated histone tails; AlphaScreen HP1-beta / biotin-H3K9me3 peptide binding; Potency, µM (highest dose often 114 µM), inactives show top-dose activity change, negative = inhibition, actives largely listed as inhibitors; 390,000 compounds, 0.56% hits; AID 540317; note: nearly all actives have a fitted effect of over 70% in size; inactives centre near 23
Target sequence (P83916 whole entry, looked up): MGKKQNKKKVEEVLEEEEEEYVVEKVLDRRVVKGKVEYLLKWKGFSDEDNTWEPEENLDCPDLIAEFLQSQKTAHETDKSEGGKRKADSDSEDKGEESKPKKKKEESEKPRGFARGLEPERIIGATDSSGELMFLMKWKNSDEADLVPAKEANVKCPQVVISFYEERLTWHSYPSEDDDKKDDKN
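Compound inhibition of the preformed complex between 50 nM HP1-beta and 50 nM biotinylated H3K9me3 peptide was read by AlphaScreen. Buffer was PBS pH 7.4 with 0.01% Tween-20. Incubations ran 30 min at room temperature, with 10 ug/mL donor/acceptor beads.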
BLM inh = blocks DNA unwinding by human BLM helicase; P54132; Potency, µM (highest dose often 56.1 µM), for the others: at the highest dose activity change, negative = inhibition, actives largely listed as inhibitors; 350,000 compounds, 0.2% hits; recombinant BLM DNA unwinding, fluorescence dequenching;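 note: plate controls were vehicle for no effect and no enzyme for full effect; nearly all actives have a fitted effect of over 35% in size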
G9a inh = blocks human histone lysine methyltransferase G9a; G9a H3K9 monomethylation, AlphaScreen, 2 h; Potency, µM (doses to about 102 µM), for the others: at the highest dose activity, negative = inhibition, actives largely listed as inhibitors; 350,000 compounds, 8.8% hits; note: % is set by controls: 0 for no effect and ±100 for the full control effect; nearly all actives have a fitted effect of over 75% in size
Target sequence (Q96KQ7 913-1193 limits assumed): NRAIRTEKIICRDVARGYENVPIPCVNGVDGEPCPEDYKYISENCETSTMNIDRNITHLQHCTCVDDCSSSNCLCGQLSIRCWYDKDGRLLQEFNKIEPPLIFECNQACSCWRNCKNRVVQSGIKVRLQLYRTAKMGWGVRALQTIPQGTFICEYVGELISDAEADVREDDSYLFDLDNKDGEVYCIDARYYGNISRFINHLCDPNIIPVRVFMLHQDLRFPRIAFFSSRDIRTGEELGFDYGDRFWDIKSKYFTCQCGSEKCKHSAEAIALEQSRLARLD
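Quantitative HTS format: methyltransferase activity on a biotin-tagged H3K9 peptide is measured by AlphaScreen, using a rabbit anti-monomethyl-H3K9 antibody with streptavidin donor and anti-IgG acceptor beads. Final levels are 20 nM enzyme, 500 nM peptide, 20 uM SAM; 2 h RT.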
POLI inh = blocks human DNA polymerase iota activity | Pol iota fluorescent replication assay, 10 min | Potency, µM (series often up to 115 µM), for inactives: top-dose activity, negative = inhibition, actives largely listed as inhibitors | Q9UNA4 | 390,000 compounds, 1% hits
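Pol iota at 10 nM preincubated 15 min with compounds at room temperature; reaction started with fluorescent substrate, 50 nM final. Fluorescence read kinetically at 0 and 10 min; buffer-only wells as negative control.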
PGK inhibitor = inhibitors of T. brucei phosphoglycerate kinase | 380,000 compounds, 0.043% hits | P07378 | AID 602233 | Potency, µM (highest dose often 57.5 µM), without a hit: at the top dose activity change, negative = inhibition, most hits filed as inhibitors | PGK/GAPDH coupled, Kinase-Glo luminescence, 60 min; note: % is set by controls: 0 for no effect and ±100 for the full control effect; nearly all actives have a fitted effect of over 60% in size
Target sequence (P07378 whole entry, looked up): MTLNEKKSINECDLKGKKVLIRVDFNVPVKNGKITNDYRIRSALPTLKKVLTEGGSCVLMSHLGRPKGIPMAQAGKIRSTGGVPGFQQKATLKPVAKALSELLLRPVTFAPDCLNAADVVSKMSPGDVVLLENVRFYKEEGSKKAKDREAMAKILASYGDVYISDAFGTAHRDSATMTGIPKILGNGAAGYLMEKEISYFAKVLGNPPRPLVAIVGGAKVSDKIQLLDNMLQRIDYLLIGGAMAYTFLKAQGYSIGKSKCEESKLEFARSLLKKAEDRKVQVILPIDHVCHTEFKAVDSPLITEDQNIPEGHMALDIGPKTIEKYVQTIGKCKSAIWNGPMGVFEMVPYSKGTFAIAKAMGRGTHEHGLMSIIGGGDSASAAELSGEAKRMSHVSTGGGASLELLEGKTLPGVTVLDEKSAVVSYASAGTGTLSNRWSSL
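Luminescent ATP detection (Kinase-Glo Plus) follows a 60-minute room-temperature incubation, with wells lacking PGK as controls. Buffer: 100 mM TEA (pH 7.6), 5 mM MgCl2, 0.01% Tween-20. Coupling enzyme GAPDH (100 nM final) supplies unstable 1,3-BPG in-well.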
GLS inh = glutaminase GLS (human) inhibition. O94925. GLS enzymatic activity, qHTS titration. Potency, µM (series often up to 45.5 µM), inactives show at the highest dose activity change, negative = inhibition, usual class: inhibitors. 410,000 compounds, 0.21% hits. AID 624170; note: % is set by controls: 0 for no effect and ±100 for the full control effect
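Assay buffer: 45 mM KH2PO4 pH 8.2, 0.02% Tween-20. hKGA acts on L-glutamine (1 mM solution added); product glutamate is reported by an oxidase/peroxidase Amplex Red coupling, with fluorescence taken at baseline and 30 min.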
* = called active by the depositor; i = inactive; ? = inconclusive; · = not tested or not shown; [ ] = dose if it differs, or a comment. Unless noted, calls come from the whole dose curve; as a rule, active = well fitted curve in the direction sought with a large enough effect; inconclusive = small, poorly fitted or top-dose-only effect, or another doubt; inactive = no such curve, though single readings can be large; an effect the other way counts as inactive or inconclusive. Potency is the fitted concentration of half-maximal effect. Not all compounds are listed, so the mix of outcomes need not match the whole.

JMJD2A Tudor inh | BAZ2B inh | Pin1 inh | HP1b binding inh | BLM inh | G9a inh | POLI inh | PGK inhibitor | GLS inh | compound
5% | 1% | -5% | 35% | -4% | · | -10% | -8% | 3% | Cc1c(C(=O)N2CCC[C@H]2C(N)=O)oc2c(F)cccc12
-1% | -2% | -3% | 38% | · | 45µM* | 27% | -1% | -1% | CNC(=O)c1ccc(NC(=O)CCNC(=O)Nc2ccccc2)cc1
1% | -7% | -10% | 4% | 0% | 23%[59 µM] | 2% | -10% | 0% | CCn1nc(C)c(/C=N/NC(=O)Cn2cncn2)c1C
-4% | ? | 6% | 12% | 2% | ? | 20% | 0% | 6% | CC(C)NCC(=O)NC12CC3CC(CC(C3)C1)C2
6.3µM* | -35% | -1% | ? | -2% | 1.1µM* | 23% | -3% | -22% | COc1ccc(-c2n[nH]c(=S)n2/N=C/c2cccn2C)cc1
-31% | -35% | 4% | 8% | -4% | -17% | 28% | -4% | 19% | CN(CC1COc2ccccc2O1)C(=O)c1ccc(N(C)C)cc1 (configuration not stated)
-26% | · | 2% | -8% | · | · | 1% | -8% | 11µM* | O=C(C(=Cc1ccc(F)cc1)c1ccccc1)c1ccc(O)cc1
3.5µM* | -35% | -11% | -38% | 0% | 40µM* | 3% | i | -9% | Cc1ccccc1OCCCN1CCCC1
-2% | -13% | 0% | 8% | -2% | -16%[59 µM] | ? | -12% | 0% | COc1ccccc1N1CCN(C(=O)CCn2nc(C)c(S(=O)(=O)N3CCCC3)c2C)CC1
11% | 0% | 4% | 41%[activator] | -6% | 9% | -9% | -3% | 9% | Cc1cc(OCC(=O)C(C)(C)C)c2c(-c3ccccc3)cc(=O)oc2c1
0% | 3% | 1% | 46% | -3% | -2% | 48%[activator] | i | 2% | CC(C)CCNC(=O)COc1cccc2c1OC(C)(C)C2
-7% | -2% | -2% | 42%[activator] | 5% | 7%[59 µM] | -5% | -2% | 1% | CC(C)Sc1nnc(Cn2c(=O)sc3ccccc32)n1-c1ccccc1
-22% | 10% | -3% | 40%[activator] | · | 1%[2.33 µM] | 9% | -1% | -1% | O=S(=O)(c1ccccc1)c1cnc2ccccc2c1
-23% | · | 0% | 80%[activator] | · | · | 8% | -2% | -4% | COC(=O)[C@@]1(C)[C@H]2C(=O)N(Cc3ccccc3)C(=O)[C@H]2[C@H]2CN=C(SCc3ccc(C#N)cc3)N21
-9% | -2% | 37%[activator] | 32% | -11% | -2%[59 µM] | ? | -8% | -6% | Cc1ccc(NC(=O)Cn2c(=O)n(Cc3ccc(F)cc3)c(=O)c3cccnc32)cc1C
-35% | · | -13% | 27% | · | · | 45%[activator] | 6% | 30%[activator] | CC[C@]12c3[nH]c4cc(CCC(=O)N(C)C)ccc4c3CCN1C(=O)[C@@H](CC(=O)NCCCOC)C[C@@H]2C(=O)N1CCN(C(=O)C2CC2)CC1
1% | -3% | -1% | 22% | -5% | -12%[12.7 µM] | 16% | 5% | 14% | O=C(O)CCN1C(=O)c2ccc(NC(=O)COc3ccccc3)cc2C1=O
-23% | ? | -6% | 6% | -3% | ? | ? | -2% | 36%[activator] | CCc1ccccc1N(CC(=O)NCCSCc1ccco1)S(C)(=O)=O
-6% | 0% | -1% | 11% | -17% | 24%[59 µM] | 16% | -4% | 23% | Cc1nc(C)c(C(=O)NNC(=O)c2ccc(Br)cc2)s1
-29% | ? | 17% | -14% | ? | -8%[0.0925 µM] | ? | -1% | 2% | Cc1ccc(C)c(N2CCN(C(=O)c3ccc4nc(-c5ccco5)c(-c5ccco5)nc4c3)CC2)c1
-14% | 6% | -2% | 30% | -13% | 19%[59 µM] | 22% | 5% | 4% | CCn1c(C)nc2cc(C(=O)OC(C(F)(F)C(F)F)C(F)(F)C(F)F)ccc21
-11% | 8% | -2% | 27% | -6% | -8% | 133%[activator] | 2% | 0% | CCn1c(=O)c(C(=O)NNC(=O)c2cccc(Cl)c2)c(O)c2ccccc21
? | 79µM* | ? | -16% | -1% | -33%[12.7 µM] | ? | -25% | -10% | C#CCOCCOCCOCCNc1nc(N2CCN(C(=O)[C@H](CCC(=O)O)n3cc(C(N)[C@H](C)CC)nn3)CC2)nc(N2CCN(C(=O)[C@H](CCC(=O)O)n3cc(C(N)[C@H](C)CC)nn3)CC2)n1 (some centres not stated)
-21% | -25% | -1% | -19% | -3% | 28µM* | 18% | 3% | 2% | Cc1ccc(C(C)CCN2CCC(n3nccc3NC(=O)c3ccccc3)CC2)o1 (configuration not stated)
-9% | -24% | -1% | 14% | -1% | -4%[59 µM] | 20% | · | 1% | Cc1nnc(NC(=O)c2ccc3c(c2)C(=O)N(CC2CCCO2)C3=O)s1 (configuration not stated)
-23% | 14% | 0% | 14% | -5% | -4%[59 µM] | -4%[58.9 µM] | -5% | -6% | CC(NC(=O)CCC1COc2ccccc2O1)c1ccccc1 (configuration not stated)
-32% | ? | 47%[activator] | 10% | -11% | ? | ? | 5% | 12% | Cc1ccc(C(=O)/C=C/Nc2ccc(S(=O)(=O)Nc3cc(C)nc(C)n3)cc2)cc1
10µM* | · | -2% | ? | · | · | 25% | -8% | 4% | CSc1ccccc1NC(=O)C(C)N(C)CC(=O)N1CCN(Cc2ccccc2)CC1 (configuration not stated)
-23% | 5% | -2% | 10% | -6% | ? | 31% | -4% | 6% | Cc1ccc(-c2nc3nc4ccccc4nc3n2Cc2ccco2)cc1
-16% | -19% | -3% | 0% | -3% | -11%[59 µM] | 48%[activator] | -13% | -9% | CCc1ccccc1NC(=O)CC1SCCNC1=O (configuration not stated)

Reprinted from the part before: 4 entries, then new ones.
JMJD2A Tudor inh | BAZ2B inh | Pin1 inh | HP1b binding inh | BLM inh | G9a inh | POLI inh | PGK inhibitor | GLS inh | compound
-32% | ? | 47%[activator] | 10% | -11% | ? | ? | 5% | 12% | Cc1ccc(C(=O)/C=C/Nc2ccc(S(=O)(=O)Nc3cc(C)nc(C)n3)cc2)cc1
10µM* | · | -2% | ? | · | · | 25% | -8% | 4% | CSc1ccccc1NC(=O)C(C)N(C)CC(=O)N1CCN(Cc2ccccc2)CC1 (configuration not stated)
-23% | 5% | -2% | 10% | -6% | ? | 31% | -4% | 6% | Cc1ccc(-c2nc3nc4ccccc4nc3n2Cc2ccco2)cc1
-16% | -19% | -3% | 0% | -3% | -11%[59 µM] | 48%[activator] | -13% | -9% | CCc1ccccc1NC(=O)CC1SCCNC1=O (configuration not stated)
? | ? | -1% | 30% | -8% | -41% | -16% | -1% | -5% | COC(=O)CCSCC(=O)N1N=C(c2ccc(OC)cc2)CC1c1cccc(OC)c1OC (configuration not stated)
2% | 1% | 16% | 20% | -4% | 16%[59 µM] | 10% | 9% | -2% | Cc1ccccc1NC(=O)c1ccc(COc2ccc3c(C)cc(=O)oc3c2)cc1
-3% | -14%[57.1 µM] | -3% | 27% | -3% | -3% | 63%[activator] | -11% | 2% | Cn1ncc2c(NCc3ccccc3)nc(NCCCO)nc21
-19% | -7% | 5% | -9% | -5% | ? | -6% | -8% | 7% | O=C(CN1CCN(S(=O)(=O)c2ccc(Br)cc2)CC1)Nc1ccc2c(c1)OCO2
? | · | -1% | 24% | · | · | 68%[activator] | -9% | -15% | Cc1ccc(S(=O)(=O)N2CCC[C@H]2C(=O)NC2=NCCS2)cc1
? | ? | 4% | 1% | -10% | -5%[59 µM] | ? | 13% | 2% | COc1ccc(OC)c(CNC(=O)c2ccc(Sc3ccc(C)cc3)c(N)c2)c1
2% | -33% | 0% | 35% | -8% | -30% | 2% | -5% | -1% | C#CCNC(=O)c1ccc(OCc2ccccc2)cc1Cl
-13% | 11% | -4% | 39%[activator] | 3% | -23%[12.7 µM] | 10% | 0% | 6% | Fc1ccc(-c2noc(C3CCN(Cc4cccnc4)CC3)n2)cc1
-13% | -25% | 3% | 7% | -8% | 10%[12.7 µM] | 43% | -5% | 3% | COc1ccccc1NC(=O)NCc1ccc(C)n1C
-15% | -1% | -3% | 16% | -7% | ? | 10% | -3% | 2% | CC1(/[N+]([O-])=C/c2ccc(F)cc2)CCCCC1=O (configuration not stated)
-21% | 15% | 2% | -26% | -9% | 4% | 25% | -2% | 2% | Cc1ccc(-c2cc(C(=O)NC3CCCCC3)no2)cc1
-7% | 5% | 1% | 36% | 2% | 31%[12.7 µM] | 33%[activator] | i | 0% | Cc1ccc2nc(NC(=O)CS(=O)(=O)Cc3ccccc3)sc2c1
-13% | 4% | 8% | 35% | 1% | -3%[59 µM] | -27% | -6% | -4% | COC(=O)c1cnn2c(C)c(Cc3cccc(F)c3)c(C)nc12
-12% | 7% | 3% | 18% | -1% | 9% | 7% | -2% | 5% | COc1ccccc1N(Cc1cc2cccc(C)c2[nH]c1=O)C(=O)C(C)C
-4% | 12% | 0% | 67% | 0% | -5%[59 µM] | 0% | -2% | 0% | CCCNCc1cc(Cl)c(OCC)c(Cl)c1
-5% | 3% | -3% | 24% | 2% | 6%[59 µM] | 15% | -8% | -8% | CCC(=O)N1CCN(c2ccccc2NC(=O)c2cccc(C)c2)CC1
? | -4% | 3% | 13% | -3% | -8% | ? | 8% | 24% | O=c1[nH][nH]c(C(F)(F)F)c1C=Nc1ccccc1Cl
-26% | -29% | -3% | -9% | -4% | -38%[59 µM] | 35%[activator] | i | 0% | Cc1cc(C(=O)CSc2nnc(-c3cccnc3)n2-c2ccccc2)c(C)n1CC1CCCO1 (configuration not stated)
-6% | 6% | -2% | 30% | -11% | · | -2% | -1% | -10% | CCC(C)NC(=O)C1CC(c2ccc(OC)cc2)=NO1 (configuration not stated)
-12% | -3% | -4% | 33%[activator] | -1% | 5%[59 µM] | 18% | 1% | -2% | CC1CCC(NC(=O)C2(C)CCC(=O)N2Cc2cccnc2)CC1 (configuration not stated)
15% | 3% | -3% | 26% | 5% | 6% | -20% | -6% | -9% | N=c1n(CCCOc2ccc(F)cc2)c2ccccc2n1CC(N)=O
0% | 3% | -5% | 37% | -8% | -9%[59 µM] | -19% | -5% | -3% | COCCNC(=O)c1ccccc1NS(=O)(=O)c1ccc(C)c([N+](=O)[O-])c1
-17% | 2% | 0% | 44%[activator] | -7% | 0% | 8% | 11% | 0% | CCOc1ccc(OCC)c(NC(=O)CC2Oc3ccccc3NC2=O)c1 (configuration not stated)
